Screening results deposited in PubChem by National Center for Advancing Translational Sciences (NCATS).
FEN1 inhibitor – inhibitors of human flap endonuclease 1. AID 588795. P39748. Recombinant FEN1 flap cleavage, fluorescence, 15 min. Potency, µM (series often up to 114 µM), without a hit: at the top dose activity change, negative = inhibition, usual class: inhibitors. hit rate 0.35% among 390,000; further: nearly all actives have a fitted effect of over 65% in size
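Concentration–response screening of FEN1 (10 nM): 15 min compound preincubation at room temperature, reaction started with 50 nM substrate and read at 0 and 15 min. Corrected, normalized data were fitted by a four-parameter Hill equation.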
N370S GC – inhibitors or activators of N370S glucocerebrosidase for Gaucher disease; P04062; N370S GC spleen homogenate, 4MU-glucoside fluorescence; Potency, µM (highest dose often 59.4 µM), without a hit: top-dose activity change, negative = inhibition, hits mostly inhibitors; hit rate 0.092% among 330,000; AID 2101;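 further: 0% = full enzyme activity and -100% = no enzyme basal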
TDP1 inh – TDP1 (human) enzyme inhibition | Q9NUW8 | recombinant TDP1, AlphaScreen DNA substrate cleavage | Potency, µM (titrated, usually from 130 µM), inactives show at the highest dose activity change, negative = inhibition, actives largely listed as inhibitors | hit rate 0.28% among 350,000; further: nearly all actives have a fitted effect of over 40% in size
Target sequence (Q9NUW8 whole entry, looked up): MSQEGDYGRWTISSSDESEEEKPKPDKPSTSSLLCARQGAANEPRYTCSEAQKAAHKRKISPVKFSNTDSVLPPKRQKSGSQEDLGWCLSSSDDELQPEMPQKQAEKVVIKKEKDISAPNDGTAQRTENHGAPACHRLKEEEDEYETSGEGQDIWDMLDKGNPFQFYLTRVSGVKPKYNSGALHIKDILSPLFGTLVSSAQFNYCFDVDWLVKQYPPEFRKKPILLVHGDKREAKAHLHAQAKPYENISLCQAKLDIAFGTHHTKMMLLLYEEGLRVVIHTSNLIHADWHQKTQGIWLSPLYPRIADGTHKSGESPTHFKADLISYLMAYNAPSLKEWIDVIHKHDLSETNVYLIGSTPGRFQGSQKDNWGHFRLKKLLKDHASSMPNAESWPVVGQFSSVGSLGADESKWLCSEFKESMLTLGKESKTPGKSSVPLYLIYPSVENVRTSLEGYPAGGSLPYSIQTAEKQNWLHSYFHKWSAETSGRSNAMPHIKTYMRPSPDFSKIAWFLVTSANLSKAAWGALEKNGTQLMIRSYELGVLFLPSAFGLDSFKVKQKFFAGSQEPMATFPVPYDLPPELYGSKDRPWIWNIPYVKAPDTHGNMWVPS
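E. coli-derived human Tdp1, 1 nM final. Cpd preinc 15 min RT; substrate 15 nM final, 5 min RT; AS bead mix 10 ug/ml final, 10 min RT. Signal loss = tyrosine-FITC cleavage. No-enzyme wells = max signal.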
An asterisk follows results filed as active; ? = inconclusive; . = no result given; & = joins results of further samples; [ ] = dose if it differs, or a comment. The call rests on the fitted dose curve; in most records, active means well fitted curve in the direction sought with a large enough effect; inconclusive means small, poorly fitted or top-dose-only effect, or another doubt; inactive means no such curve, though single readings can be large; an effect the other way counts as inactive or inconclusive. Unless noted, on the % scale 0 is the no-effect control and ±100 the full control effect; potency means the concentration at half of the fitted maximal effect. Compounds were not picked by outcome; overall some 0.57% were active at least once.

SMILES | FEN1 inhibitor | N370S GC | TDP1 inh
COc1ccc(C2CC(c3ccccc3)=NN2C(=S)Nc2ccccc2)cc1 (stereo not given) | -9% | -4% | 3%
Cc1cccc(NC(=O)COc2ccc3c(c2)CCC3)n1 | -7% | -6% | -9%
CCN(CC)c1nc(C#N)nc(N(CC)CC)n1 | 0%&0% | 12% | ?
Cc1cc(C)cc(N2C(=O)CCSC23C(=O)N(Cc2ccccc2)c2ccccc23)c1 (stereo not given) | -10% | . | -2%
O=C(NCc1ccc(Cl)cc1)C(=O)Nc1ccc(Br)cc1 | -15% | . | -8%[12.3 µM]
COC(=O)c1ccc(C(NC(=O)OCc2ccccc2)/C(=C/[C@@H](C)C(=O)NCc2ccccc2)c2cccnc2)cc1 (stereo not given in full) | . | -15% | 4%
COc1ccc(C)cc1NC(=O)C1CCN(C(=O)c2ccco2)CC1 | 15% | -4% | .
CCc1ccc(NC(=O)C2CCN(S(=O)(=O)c3c(C)noc3/C=C/c3ccco3)CC2)cc1 | 1% | . | 0%
CCc1ccc(NC(=O)N2CCC(N3CCN(Cc4ccc(C)cc4)C(=O)C3=O)CC2)cc1 | 6% | . | 4%
CCOc1ccc(OCC)c(NC(=O)CN(C)S(=O)(=O)c2ccc3c(c2)CCCC(=O)N3)c1 | -7% | . | 4%
CCN1CCN(c2cc(C)c3cc(NC(=O)Cc4ccccc4OC)ccc3n2)CC1 | -19% | -8% | 5%
COc1ccc(NS(=O)(=O)c2cccc(C(=O)N/N=C/c3cn(-c4ccccc4)nc3-c3ccccc3)c2)cc1 | -3% | 0% | 5%
O=C(CSc1nnnn1Cc1ccccc1)NCCc1ccccc1 | 3% | 1% | 7%
CCOc1ccc(CCNC(=O)c2cc3c(C)nccc3[nH]c2=O)cc1OCC | -1% | 3% | 5%
Cc1oncc1C(=O)N1CCCC(CO)(Cc2ccc(F)cc2F)C1 (stereo not given) | 18% | -23% | 1%
CS(=O)(=O)c1ccc2nc(NC(=O)c3cc4ccccc4o3)sc2c1 | -4% | -2% | -1%
Cc1cc(NC(=O)COC(=O)c2oc3c(Cl)cccc3c2C)no1 | 1% | 4% | 5%
Cc1c(C(=O)Nc2ccc(F)cc2)oc2ccc(S(=O)(=O)N3CCCCCC3)cc12 | -1% | . | 3%
CCCCOC(=O)C1CN(c2ccccc2)N=C1C(=O)OCC (stereo not given) | -2% | 1% | -2%
COc1cccc(-c2sc3ccc(OC)cc3c2C#CC(C)(C)O)c1 | -27% | . | -12%
O=C(OCC(=O)N1CCCC1)c1ccc(OC(F)(F)F)cc1 | 14% | 5% | 2%
O=C(C/C=N/OCc1c(Cl)cccc1Cl)c1cnc(-c2ccccc2)s1 | 9% | -2% | 9%
COc1ccccc1NC(=O)C1=C(C)Nc2nc(SCC(=O)c3ccc(C)cc3)nn2C1c1ccccc1C (stereo not given) | -2% | . | 3%
CN(C(=O)CSc1nc2ccc(NC(=O)c3ccccc3)cc2s1)c1ccccc1 | -16% | . | 5%
COc1cccc(Cn2cccc(NC(=O)Nc3cccc(C#N)c3)c2=O)c1 | 19% | -19% | 1%
O=C(c1cccs1)N1CCCC(c2nc(-c3ccc(F)cc3)no2)C1 (stereo not given) | 11% | ? | 0%
O=C(O)C1=CC[C@@H](c2ccc(Cl)cc2)N(S(=O)(=O)c2ccc(Cl)cc2)[C@H]1c1ccc(F)cc1 | 4% | 3% | 7%
CC(=O)N1CCN(c2ccc(NC(=S)NC(=O)COc3ccc(C(C)(C)C)cc3)cc2)CC1 | 1% | 1% | 1%
O=C(Nc1ccc(S(=O)(=O)N2CCc3ccccc3C2)cc1)C1CCCO1 (stereo not given) | -17% | 10% | -3%
Cc1ccc(S(=O)(=O)CCC(=O)N2CCN(c3ccccc3O)CC2)cc1 | 7% | . | 1%

Only TDP1 inh, for some of the entries so far:
mol	TDP1 inh
CS(=O)(=O)c1ccc2nc(NC(=O)c3cc4ccccc4o3)sc2c1	-1%
O=C(OCC(=O)N1CCCC1)c1ccc(OC(F)(F)F)cc1	2%

(list continues)
SMILES | FEN1 inhibitor | N370S GC | TDP1 inh
CC/C(=N\NC(=O)c1cc(C)nc2ccccc12)c1ccc(C)s1 | 1% | 12% | 8%
Cc1nn(C)cc1NC(=O)c1nn(C)cc1[N+](=O)[O-] | -7% | -3% | -11%
COc1ccc(CCNC(=S)N2CCN(S(=O)(=O)c3ccc(F)cc3)CC2)cc1 | 5% | 0% | -4%
C/C(N)=C(/C#N)C(=O)CSc1nc2ccccc2c(=O)n1-c1ccc(C)cc1 | . | 7% | 3%
Cc1ccc(S(=O)(=O)NCC(C)n2nc(C)cc2C)cc1 (stereo not given) | ? | -2% | 14%
COc1ccccc1N(CC(=O)Nc1ccc2c(c1)OCO2)S(=O)(=O)c1ccccc1 | -15% | 10% | 4%
Cc1ccc(S(=O)Cc2nc(-c3ccc(C(=O)NCc4cccc(C)c4)cc3)oc2C)cc1 (stereo not given) | 3% | . | -3%
O=C(Oc1ccc([N+](=O)[O-])cc1)c1cncc(Br)c1 | -5% | -18% | -5%
CCOC(=O)N1CCC(Nc2cc(C)nc3c(-c4ccccc4OC)c(C)nn23)CC1 | 12% | -7% | 8%
COc1ccc(OC)c(CNC(=O)C2CCN(S(=O)(=O)c3ccc4[nH]c(=O)oc4c3)CC2)c1 | -3% | . | 8%
COc1ccc(Cl)cc1-n1c(=S)sc2c(=O)n(-c3ccc(F)cc3)c(SCC(=O)O)nc21 | 2% | -18% | .
COc1ccc(Nc2nc(N3CCOCC3)nc(N3CCOCC3)n2)c(OC)c1 | 22% | -8% | .
CC1CCN(C(=O)COC(=O)c2ccc3ccccc3n2)CC1 | 1% | . | 0%
COc1cc(-c2ccno2)ccc1S(=O)(=O)N1CCN(c2ccc(F)cc2)CC1 | 1% | . | 8%
Cc1ccc(S(=O)(=O)NNC(=O)c2cc3cc4ccccc4nc3s2)cc1 | -12% | 0% | 6%
CN(C)c1ccc(-n2c(CCC(=O)O)ccc2-c2ccccc2)cc1 | -15% | . | 12%
O=C1CC(N2CCN(C(c3ccccc3)c3ccccc3)CC2)C(=O)N1Cc1ccc(N2CCCC2=O)cc1 (stereo not given) | -4% | 5% | 2%
Cc1c(F)cccc1NS(=O)(=O)c1ccc2c(c1)c(=O)n(C)c(=O)n2C | -20% | -4% | 6%
COC(=O)CC1Oc2ccccc2-n2cc(-c3ccccc3)nc21 (stereo not given) | 1% | . | -1%
CCC(CC)C(=O)c1c[nH]c(C(=O)NCc2ccccc2OC)c1 | -4% | -21% | .
CCOCCCNC(=O)CC1Oc2ccc(C)cc2NC1=O (stereo not given) | 5% | -18% | 4%
O=C(COC(=O)COc1ccccc1)Nc1ccc2c(c1)OCCO2 | 10% | . | 1%
COc1ccc(COC(=O)C2=C(C)NC(=O)NC2c2cccc(Br)c2)cc1 (stereo not given) | -1% | -6% | .
COc1cc(NC(=O)CSc2ccc(-c3ccccn3)nn2)cc(OC)c1 | -12%&15% | 5% | 3%&8%
O=C(CCN1CCCCCC1)Nc1ccc(F)c(F)c1 | -2% | -21% | 5%
Cc1ccccc1NC(=O)c1sc2nc3c(c(-c4ccco4)c2c1N)CCC3 | 11% | 2% | 1%
C#CCOCCOCCOCCNc1nc(N2CCN(C(=O)[C@H](CCC(=O)O)n3cc(C(N)Cc4ccc(O)cc4)nn3)CC2)nc(N2CCN(C(=O)[C@H](Cc3cc4ccccc4[nH]3)n3cc(C(N)[C@H](C)CC)nn3)CC2)n1 (stereo not given in full) | 5% | 10% | 6%
COc1ccc(N2CCN(S(=O)(=O)c3cn(C)c(=O)n(C)c3=O)CC2)cc1 | 14% | -26% | -2%
Nc1cc(=O)[nH]c(SCc2nnnn2-c2ccc(Cl)cc2)n1 | -1% | 6% | 0%
CC(C)OC(=O)C(CC(=O)O)N1CCOCC1 (stereo not given) | -5% | . | 0%
Cc1cc(C)c(C(=O)CSc2nnc(N)s2)cc1C | -7% | -3% | 0%
CNC(=O)/C(C#N)=C/c1cn(CC(=O)NCc2ccco2)c2ccccc12 | -17% | -16% | -1%
CC(C#CCN1CCCCC1)OCCOCc1ccccc1 (stereo not given) | 2% | 0% | 1%
O=C(CC1Sc2ccccc2NC1=O)NCc1cccc(Cl)c1 (stereo not given) | -2% | 1% | 1%
Cc1cccc(C)c1OCC(=O)N(Cc1ccco1)Cc1ccco1 | -20% | . | 5%
Cc1ccc(-c2c(C(=O)N/N=C/c3cccc(Cl)c3)nnn2-c2nonc2N)cc1 | 0% | -6% | -5%
CCc1ccc(Nc2n[n+](-c3ccccc3)c(-c3cccc(C)c3)s2)cc1 | 4% | 1% | -11%
COc1cc(C(=O)NCc2ccc(C(=O)NCC(OC)OC)cc2)cc(OC)c1OC | 0% | -4% | 1%
Cc1c(NC(=S)N/C(=N/S(=O)(=O)c2ccc(Cl)cc2)c2ccccc2)c(=O)n(-c2ccccc2)n1C | 10% | 10% | -5%
O=C(OCC(=O)N1CCN(S(=O)(=O)c2ccccc2)CC1)C1CCC1 | -4% | . | 0%
COc1ccc2[nH]c3c(c2c1)CCNC3(C)CCc1ccc(Cl)nc1 (stereo not given) | 12% | -1% | .
CCc1ccc(NC(=O)C2(c3ccccc3)CC2(Cl)Cl)cc1 (stereo not given) | -13% | 9% | 0%

Compounds above that have a Cl atom (11):
SMILES | FEN1 inhibitor | N370S GC | TDP1 inh
O=C(NCc1ccc(Cl)cc1)C(=O)Nc1ccc(Br)cc1 | -15% | . | -8%[12.3 µM]
Cc1cc(NC(=O)COC(=O)c2oc3c(Cl)cccc3c2C)no1 | 1% | 4% | 5%
O=C(C/C=N/OCc1c(Cl)cccc1Cl)c1cnc(-c2ccccc2)s1 | 9% | -2% | 9%
O=C(O)C1=CC[C@@H](c2ccc(Cl)cc2)N(S(=O)(=O)c2ccc(Cl)cc2)[C@H]1c1ccc(F)cc1 | 4% | 3% | 7%
COc1ccc(Cl)cc1-n1c(=S)sc2c(=O)n(-c3ccc(F)cc3)c(SCC(=O)O)nc21 | 2% | -18% | .
Nc1cc(=O)[nH]c(SCc2nnnn2-c2ccc(Cl)cc2)n1 | -1% | 6% | 0%
O=C(CC1Sc2ccccc2NC1=O)NCc1cccc(Cl)c1 (stereo not given) | -2% | 1% | 1%
Cc1ccc(-c2c(C(=O)N/N=C/c3cccc(Cl)c3)nnn2-c2nonc2N)cc1 | 0% | -6% | -5%
Cc1c(NC(=S)N/C(=N/S(=O)(=O)c2ccc(Cl)cc2)c2ccccc2)c(=O)n(-c2ccccc2)n1C | 10% | 10% | -5%
COc1ccc2[nH]c3c(c2c1)CCNC3(C)CCc1ccc(Cl)nc1 (stereo not given) | 12% | -1% | .
CCc1ccc(NC(=O)C2(c3ccccc3)CC2(Cl)Cl)cc1 (stereo not given) | -13% | 9% | 0%
